# Assay outcomes (PubChem)
# SR-BI DiI-HDL act: SR-BI HDL lipid transfer activation. AID 504775. CHO ldlA[mSR-BI] cells, DiI-HDL uptake fluorescence, 3 h; 100 = double the neutral-control signal. activation, % at 12.5 µM. actives 0.096% (n = 320,000);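 active means mean replicate activation of at least 60% and every replicate at or above 60%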;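 further: 0% = median plate neutral-control signal and 100% = twice that signal; values of inactives mirror those of a sister screen read the other way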
#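 Test system: SR-BI-overexpressing, LDLR-lacking CHO cells; Also added: labelled HDL, 10 µg/mL; Measured by: bottom-read cell fluorescence after medium removal, ex 550/em 595 nm; Timing: 3 h uptake period with compound, 37 °C; Buffer or medium: F12, 0.5% BSA, 25 mM HEPES; Doses: single compound concentration, delivered by pin transfer.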
# CAL PDZ FP-1: human CAL PDZ-peptide interaction inhibition | purified CAL PDZ, TMR-peptide fluorescence polarization, 1 h | actives 0.02% (n = 330,000) | Q9HD26 | AID 504414 | inhibition, % at 20 µM;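 active means highest replicate inhibition of at least 40%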;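 further: plate controls were DMSO neutral control wells for no effect and unlabeled competitor peptide control wells for full effect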
#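 Test system: tagged CAL PDZ domain / Buffer or medium: sodium phosphate/NaCl buffer pH 7.4 with TCEP, IgG, Thesit / Reagent: TMR-labelled reporter peptide T*-PRC34 bound in PDZ groove / Compound dosing: single point, 20 µM / Schedule: 1 h incubation at room temperature before polarization reading / Technique: fluorescence polarization (mP) / Benchmarks: unlabelled peptide, DMSO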
# SR-BI DiI inh: mouse SR-BI HDL lipid transfer inhibition; ldlA[mSR-BI] CHO cells, DiI-HDL uptake fluorescence, 3 h; inhibition, % at 12.5 µM; Q61009; actives 0.96% (n = 320,000);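 active means mean replicate inhibition of at least 70% and a set share of replicates each scoring 70 or more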;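 further: 0% = median of neutral control wells and 100% = median of positive control wells; values of inactives mirror those of a sister screen read the other way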
# MITF TRPM1 HTS: MITF TRPM1 promoter activation in melanoma cells; AID 588334; SK-MEL-5 TRPM1-promoter luciferase, 24 h; % of positive control, neutral wells = 0; activation, % at 12.5 µM; actives 0.75% (n = 300,000);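 active means mean activation of at least 80% with every replicate also reaching 80%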;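 further: 0% = neutral control wells and 100% = parthenolide positive control wells; values of inactives mirror those of a sister screen read the other way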
# PfHsp90 yeast 2: reduces growth (ATP signal) of yeast expressing P. falciparum Hsp90; S. cerevisiae expressing PfHsp90, BacTiter-Glo ATP, 48 h; yeast lacking PDR1 and PDR3 efflux regulators; inhibition, % at 9.4 µM; actives 0.32% (n = 310,000); AID 504621;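 active means every replicate shows inhibition above about 80%, whatever the replicate mean, limit read from the data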;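 further: 0% = DMSO neutral controls and 100% = 20 µM radicicol positive controls; yeast relying on Plasmodium falciparum Hsp90 in place of its own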
# CAL PDZ FP-2: blocks peptide binding to the human CAL PDZ domain. Q9HD26. purified CAL PDZ, TMR-peptide fluorescence polarization, 1 h. inhibition, % at 24.9 µM. actives 0.92% (n = 300,000). AID 602252;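 active means mean inhibition of at least 30% with at least half of replicates also reaching 30%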;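 further: 0% = DMSO neutral control and 100% = excess unlabeled competitor peptide PRC23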
# NSD2 HMT inh: inhibitors of human histone methyltransferase NSD2 | O96028 | actives 0.54% (n = 310,000) | AID 743445 | inhibition, % at 12.5 µM | NSD2 peptide methylation, AlphaScreen, 120 min; in the data active means inhibition above about 50%
# Target sequence (O96028 whole entry, looked up): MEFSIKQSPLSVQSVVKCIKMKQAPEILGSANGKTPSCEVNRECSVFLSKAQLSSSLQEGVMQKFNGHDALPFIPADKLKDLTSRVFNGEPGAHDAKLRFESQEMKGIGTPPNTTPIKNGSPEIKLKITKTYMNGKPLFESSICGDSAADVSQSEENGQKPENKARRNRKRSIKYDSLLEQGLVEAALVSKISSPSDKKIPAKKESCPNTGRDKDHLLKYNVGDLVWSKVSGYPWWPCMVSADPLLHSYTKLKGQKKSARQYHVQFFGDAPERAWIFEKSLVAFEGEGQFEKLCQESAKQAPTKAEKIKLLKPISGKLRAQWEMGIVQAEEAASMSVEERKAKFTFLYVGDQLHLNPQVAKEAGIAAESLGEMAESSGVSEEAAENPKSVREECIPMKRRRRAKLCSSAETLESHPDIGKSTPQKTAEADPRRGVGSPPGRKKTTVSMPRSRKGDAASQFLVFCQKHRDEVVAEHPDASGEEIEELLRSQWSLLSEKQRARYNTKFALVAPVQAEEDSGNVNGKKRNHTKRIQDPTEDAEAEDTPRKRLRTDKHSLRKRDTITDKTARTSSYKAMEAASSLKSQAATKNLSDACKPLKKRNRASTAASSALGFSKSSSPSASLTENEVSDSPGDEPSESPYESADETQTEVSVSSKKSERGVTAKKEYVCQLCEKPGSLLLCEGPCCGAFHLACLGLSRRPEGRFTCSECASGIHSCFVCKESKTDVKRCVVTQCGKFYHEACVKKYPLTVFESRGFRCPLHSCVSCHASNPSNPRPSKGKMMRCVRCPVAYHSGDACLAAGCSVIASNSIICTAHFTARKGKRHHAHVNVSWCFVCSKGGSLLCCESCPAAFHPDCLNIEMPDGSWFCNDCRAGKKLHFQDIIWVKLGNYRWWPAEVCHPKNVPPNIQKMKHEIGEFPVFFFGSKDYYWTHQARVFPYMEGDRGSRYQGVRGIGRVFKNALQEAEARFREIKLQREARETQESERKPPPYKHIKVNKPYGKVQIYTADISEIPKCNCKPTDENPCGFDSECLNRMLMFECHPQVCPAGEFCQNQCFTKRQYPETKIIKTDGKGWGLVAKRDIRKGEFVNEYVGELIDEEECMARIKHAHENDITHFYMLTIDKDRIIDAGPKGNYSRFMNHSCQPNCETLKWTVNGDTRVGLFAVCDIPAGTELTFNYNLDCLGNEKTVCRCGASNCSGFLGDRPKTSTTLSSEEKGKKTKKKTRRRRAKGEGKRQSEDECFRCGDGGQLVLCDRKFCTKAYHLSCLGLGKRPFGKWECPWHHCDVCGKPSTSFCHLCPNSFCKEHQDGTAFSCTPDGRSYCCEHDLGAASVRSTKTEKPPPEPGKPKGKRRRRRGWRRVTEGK
# Rtt109 HAT inh: C. albicans Rtt109 histone acetyltransferase inhibition; Q5AAJ8; purified Rtt109/Vps75, ThioGlo CoA-SH fluorescence, 4 h; inhibition, % at 34.9 µM; actives 0.16% (n = 330,000);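 active means inhibition of at least 50% in every replicate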
# PvdQ inh: blocks Pseudomonas aeruginosa PvdQ acylase activity. purified PvdQ acylase, fluorescence plate reader. inhibition, % at 10 µM. actives 0.063% (n = 340,000); in the data active means inhibition above about 30%, passing the limit was not always enough;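 further: 0% = vehicle neutral wells and 100% = reference inhibitor wells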
# dFosB act: activators of mouse delta FosB homodimer; purified delta FosB, TAMRA-CDK5 oligo fluorescence polarization; percent of positive-control signal above neutral wells; P13346; activation, % at 25 µM; actives 0.99% (n = 340,000);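 active means mean activation above about 17%, with every replicate also reaching it, limit read from the data, passing the limit was not always enough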;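 further: fluorescence polarization rise as delta FosB binds a TAMRA Cdk5 AP-1 oligo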
# Active calls of the source: *; . = not tested or not shown.
SMILES,SR-BI DiI-HDL act,CAL PDZ FP-1,SR-BI DiI inh,MITF TRPM1 HTS,PfHsp90 yeast 2,CAL PDZ FP-2,NSD2 HMT inh,Rtt109 HAT inh,PvdQ inh,dFosB act
COc1ccc(N2CCN(C(=O)c3cc4cc(Cl)ccc4[nH]3)CC2)cc1,-6,-0.5,6,-12,-10,-3,-1,7,-7,-3
CCOC(=O)/C=C/C(=O)OCC(=O)NC(c1ccccc1)c1ccccc1,20,0.5,-20,-7,6,0,0,-10,-14,2
COc1ccc(-c2[nH]c(-c3ccc(C)cc3)nc2SCC(=O)NCc2ccco2)cc1OC,-15,-0.1,15,.,-38,.,.,1,-5,-20
NC(=O)CNC(=O)[C@@H]1CC2(CC(c3cccc(Br)c3)=NO2)CN1C(=O)c1ccc(Br)cc1 (some centres not stated),-5,0.1,5,-7,0,0,.,11,-5,0
CCCN(CC(=O)Nc1cc(Cl)ccc1Cl)C(=O)c1ccc(N2CCCC2=O)cc1,-22,-1.2,22,-7,9,.,-2,1,-9,-7
COc1ccc(C)cc1NC(=O)CSc1nnc(-c2ccco2)n1N,1,-0.5,-1,-3,.,.,-2,10,2,2
CC(=O)Oc1ccc(C(=O)Nc2ccc(C3(C#N)CCCC3)cc2)cc1,-44,-0.4,44,.,12,-4,-2,2,7,-7
COCCN(C(=O)CSc1nc2ccccc2c(=O)n1CC(C)C)c1c(N)n(Cc2ccccc2)c(=O)[nH]c1=O,-6,-2.7,6,8,20,-1,1,10,-20,-4
CN(C)S(=O)(=O)c1ccc(NC(=S)NC(=O)c2cccs2)cc1,-10,-1.0,10,-8,-9,-10,1,-6,1,-1
CSc1nn(CCc2ccncc2)c(=S)s1,32,-0.1,-32,1,-15,-5,-1,9,-14,0
Cc1cc(C(F)F)n2nc(C(=O)Nc3cccc(C(F)(F)F)c3)nc2n1,-17,-2.5,17,0,1,2,.,-23,-18,-12
Cc1ccc(NC(=O)CCc2nnc(SCC(=O)Nc3ccccc3C)n2C)cc1Cl,-25,-1.4,25,-5,32,-1,-4,0,-20,-4

# Next part (2 carried over from the part before).
SMILES,SR-BI DiI-HDL act,CAL PDZ FP-1,SR-BI DiI inh,MITF TRPM1 HTS,PfHsp90 yeast 2,CAL PDZ FP-2,NSD2 HMT inh,Rtt109 HAT inh,PvdQ inh,dFosB act
Cc1cc(C(F)F)n2nc(C(=O)Nc3cccc(C(F)(F)F)c3)nc2n1,-17,-2.5,17,0,1,2,.,-23,-18,-12
Cc1ccc(NC(=O)CCc2nnc(SCC(=O)Nc3ccccc3C)n2C)cc1Cl,-25,-1.4,25,-5,32,-1,-4,0,-20,-4
COCCN1C(=O)C(O)=C(C(=O)c2cccs2)C1c1ccccc1 (configuration not stated),-13,-0.6,13,-3,3,2,-2,0,-11,-5
COc1ccc(-c2csc(NC(=O)Cc3ccccc3F)n2)cc1OC,-23,-2.6,23,0,-19,-5,-1,8,-12,4
O=C(NCCc1ccccc1)C(=O)NCC(c1ccco1)N1CCOCC1 (configuration not stated),.,-2.5,.,2,-6,-2,-2,.,9,-10
COC(=O)Cn1c(=NC(=O)C2CC2)sc2c(C)cc(C)cc21,-5,-0.8,5,-18,3,-2,.,0,-4,-13
COc1ccc(S(=O)(=O)Oc2ccc3ccccc3c2)cc1,24,-0.8,-24,38,-9,-8,-1,-2,-5,4
O=C(NCc1ccccc1Cl)C1CCN(c2cnccn2)CC1,11,-0.3,-11,-8,17,.,-1,-3,-8,3
COC(=O)c1sccc1OC(C)C(C)=O (configuration not stated),-24,-2.5,24,.,0,1,-1,9,6,-1
CCc1ccc(CN(C)C(=O)CC2C(=O)NCCN2Cc2ccoc2)cc1 (configuration not stated),.,-2.5,.,4,-83,18,3,-3,-5,-6
O=C(N/N=C/C(Cl)=C/c1ccc([N+](=O)[O-])cc1)C(=O)Nc1ccc(C(=O)O)cc1,.,-1.8,.,-5,9,-8,.,2,-5,-6
O=C1NC(=O)C(c2ccccc2)(c2ccc(O)cc2)N1 (configuration not stated),28,-0.4,-28,2,-23,-5,1,2,-13,2
CCCCC(C(=O)O)C(C)CC(=O)Nc1nncs1 (configuration not stated),.,-1.5,.,-12,-8,-4,-2,3,-19,1
Cc1cc(-c2nnc(CCC(=O)N(C)C(C)c3cccs3)o2)no1 (configuration not stated),.,-2.1,.,27,12,-1,-5,0,-3,-7

# Single records (already shown):
# Profile of NC(=O)CNC(=O)[C@@H]1CC2(CC(c3cccc(Br)c3)=NO2)CN1C(=O)c1ccc(Br)cc1 (some centres not stated) : SR-BI DiI-HDL act = -5; CAL PDZ FP-1 = 0.1; SR-BI DiI inh = 5; MITF TRPM1 HTS = -7; PfHsp90 yeast 2 = 0; CAL PDZ FP-2 = 0; NSD2 HMT inh = .; Rtt109 HAT inh = 11; PvdQ inh = -5; dFosB act = 0
# Profile of Cc1cc(C(F)F)n2nc(C(=O)Nc3cccc(C(F)(F)F)c3)nc2n1 : SR-BI DiI-HDL act = -17; CAL PDZ FP-1 = -2.5; SR-BI DiI inh = 17; MITF TRPM1 HTS = 0; PfHsp90 yeast 2 = 1; CAL PDZ FP-2 = 2; NSD2 HMT inh = .; Rtt109 HAT inh = -23; PvdQ inh = -18; dFosB act = -12

# Later entries
SMILES,SR-BI DiI-HDL act,CAL PDZ FP-1,SR-BI DiI inh,MITF TRPM1 HTS,PfHsp90 yeast 2,CAL PDZ FP-2,NSD2 HMT inh,Rtt109 HAT inh,PvdQ inh,dFosB act
Cc1ccc(-n2c(C)cc(C)c(C#N)c2=O)cc1,0,0.3,0,15,-5,-1,-5,5,7,2
COc1ccccc1CCNC(=O)CSc1nc(=O)[nH]c2c1CCC2,-2,-1.8,2,1,.,-2,-1,-16,-7,-6
Cc1ccc(-c2csc(NC(=O)c3ccco3)n2)cc1C,-20,11,20,.,-1,-8,1,0,-12,-3
CCOc1ccc(NC(=O)c2ccccc2NC(=O)CN2CCN(C(C)=O)CC2)cc1,54,-0.6,-54,-1,-5,15,-2,3,-11,-8
CCOCCCNC(=O)C(c1ccc(Cl)cc1)N1CCN(C(=O)c2ccco2)CC1 (configuration not stated),12,0.5,-12,-17,0,-4,-1,-5,-5,3
CCC(Sc1ccc(C(=O)O)cc1)C(=O)O (configuration not stated),35,.,-35,5,-7,0,2,8,9,-6
Cn1nc(C(=O)NCc2ccccc2)c2ccccc2c1=O,-18,-0.1,18,-13,3,-1,-2,8,-16,0
Cc1cc(NS(=O)(=O)c2ccc(NC(=O)Nc3ccc4c(c3)OCO4)cc2)no1,18,1.3,-18,28,6,-2,4,17,11,1
O=C(Nc1ncn[nH]1)c1cccc(S(=O)(=O)N2CCOCC2)c1,-8,-0.7,8,2,-7,1,1,-12,-13,-1
O=C(CCCO)c1ccc2c(c1)OCCO2,10,0.0,-10,1,-9,1,-1,-1,-4,-6
O=C(NCC1CCCO1)c1ccccc1-c1nc(-c2ccccc2Cl)no1 (configuration not stated),4,-0.7,-4,5,24,-9,1,1,-19,-12
O=C(NC1C=CS(=O)(=O)C1)c1ccccc1 (configuration not stated),1,-2.4,-1,8,1,1,-1,13,8,-4
O=C(Nc1scc(-c2ccc(F)cc2)c1C(=O)O)c1ccco1,17,-0.9,-17,17,41,-4,0,0,-11,-3
CCNC(=O)NC(=O)C(C)OC(=O)c1ccc(SC)cc1OC (configuration not stated),22,1.6,-22,-3,6,-2,.,2,-7,1
CCOCCCNC(=O)c1ccc(CS(=O)(=O)Cc2ccccc2F)o1,-4,-3.1,4,-12,12,-7,0,-2,-14,-5
COC(=O)c1[nH]c2cccc(OC)c2c1NC(=O)CN1CC(C)OC(C)C1 (configuration not stated),-7,-1.6,7,-3,-20,-5,-3,1,-15,-2
Cc1nn(CC(=O)OCC(=O)Nc2ccccc2[N+](=O)[O-])c(C)c1[N+](=O)[O-],-34,-1.7,34,4,-5,-4,-2,-2,-9,-6
O=C(NCc1ccncc1)c1cc(C(=O)C2CC2)c[nH]1,1,-0.8,-1,-14,9,5,0,3,-7,2
COCCn1c(SCC(=O)Nc2ccccc2F)nnc1-c1ccoc1C,.,-1.1,.,.,-13,1,-2,-16,0,-4
COc1ccc(CNC(=O)CCC(=O)Nc2nnc(C(C)C)s2)cc1,14,-0.2,-14,3,28,1,1,2,-14,-2
CC1=C(C(=O)OCc2ccc3c(c2)OCO3)C(c2ccccc2OCc2ccccc2)NC(=O)N1 (configuration not stated),-51,-3.7,51,-5,-3,-2,-2,6,-7,-12
O=C(CSc1nnc2ccc(-c3ccc(F)cc3)nn12)NCC1CCCO1 (configuration not stated),-9,0.6,9,11,-11,.,0,-7,-1,-7
CCOC(=O)C1CCCN(S(=O)(=O)Cc2ccc(Cl)cc2)C1 (configuration not stated),5,.,-5,-8,17,-3,-1,2,-17,-10
Cc1cc(C)n(-c2nnc3n2N=C(c2c[nH]c4ccccc24)CS3)n1,-21,-1.2,21,-40,-1,-4,1,6,5,-3
CCOC(=O)C1CCN(C(=O)c2cc(OCC)c(OCC)c(OCC)c2)CC1,-8,-0.6,8,-6,7,-5,-2,-13,-2,-3

# 6 compounds from above, reduced to SR-BI DiI inh and NSD2 HMT inh.
canonical_smiles	SR-BI DiI inh	NSD2 HMT inh
CCOCCCNC(=O)c1ccc(CS(=O)(=O)Cc2ccccc2F)o1	4	0
COCCn1c(SCC(=O)Nc2ccccc2F)nnc1-c1ccoc1C	.	-2
O=C(NCc1ccncc1)c1cc(C(=O)C2CC2)c[nH]1	-1	0
COC(=O)Cn1c(=NC(=O)C2CC2)sc2c(C)cc(C)cc21	5	.
CCOC(=O)C1CCN(C(=O)c2cc(OCC)c(OCC)c(OCC)c2)CC1	8	-2
COc1ccc(CNC(=O)CCC(=O)Nc2nnc(C(C)C)s2)cc1	-14	1
